High-throughput results (PubChem)
HADH2 inhib – blocks human hydroxyacyl-CoA dehydrogenase type II. Q99714. recombinant HADH2, NADH fluorescence, beta-hydroxybutyryl-CoA. Potency, µM (top dose mostly 57.1 µM), for inactives: at the top dose activity change, negative = inhibition, most hits filed as inhibitors. hit rate 3.4% among 73,000; note: potency is the fitted concentration of half-maximal effect; % is set by controls: 0 for no effect and ±100 for the full control effect; nearly all actives have a fitted effect of over 60% in size; many of its hits are not listed in these tables
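NADH fluorescence (ex 360/em 450 nm) read every 30 s for 4 min; activity taken as last-minus-first time point difference. Enzyme 20 nM, NAD+ 1 mM, beta-hydroxybutyryl-CoA 90 uM, pH 9.0 Tris buffer.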
BRCT inh green – BRCA1 BRCT-phosphoprotein interaction inhibition; P38398; BRCA1 BRCT-phosphopeptide binding, green fluorescence polarization; Potency, µM (highest dose often 76.9 µM), without a hit: at the highest dose activity change, negative = inhibition, hits mostly inhibitors; hit rate 0.05% among 75,000;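 note: potency is the fitted concentration of half-maximal effect; plate controls were peptide without protein for full effect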
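Compounds were incubated for 12 min at room temperature with a complex of 100 nM fluorescein-tagged pBACH1 decapeptide and 250 nM His-tagged BRCT protein. Buffer was phosphate pH 7.3 with EDTA, DTT and Tween 20. Disruption of binding lowers the polarization signal.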
15-hLO inh – 15-hLO (ALOX15) enzyme inhibition; P16050; hit rate 1.4% among 74,000; Potency, µM (highest dose often 57.1 µM), without a hit: at the top dose activity change, negative = inhibition, most hits filed as inhibitors; purified 15hLO-1, xylenol orange hydroperoxide absorbance; note: potency is the fitted concentration of half-maximal effect; % is set by controls: 0 for no effect and ±100 for the full control effect; nearly all actives have a fitted effect of over 55% in size
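Inhibition is scored from a chromogenic endpoint. After 15 min enzyme-compound contact, arachidonic acid (50 uM final) reacts 6 min with 40 nM 15hLO-1 at room temperature, then Fe-XO reagent is added for 30 min and absorbance ratio recorded.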
Tau filament bind – binders of human tau filaments | Potency, µM (doses to about 57.1 µM), without a hit: at the top dose activity change, negative = inhibition | hit rate 2% among 71,000 | AID 596 | recombinant tau filaments, thioflavin S fluorescence, 15 h; filaments grown with octadecylsulfate alongside compound | P10636;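 note: potency is the fitted concentration of half-maximal effect; % is set by controls: 0 for no effect and ±100 for the full control effect; actives lower thioflavin S fluorescence by blocking filaments or displacing dye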
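Tau 2 uM in ThS buffer dispensed; compound added; 60 uM ODS added (finals 1 uM tau, 30 uM ODS); 15 h 37 C; fluor ex450/em510.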
Casp1 inh – blocks human caspase-1 allosterically or competitively; AID 900; Caspase-1 enzyme, Ac-WEHD-AFC fluorogenic rate; hit rate 0.03% among 75,000; Potency, µM (titrated, usually from 57.5 µM), for the others: top-dose activity change, negative = inhibition, most hits filed as inhibitors; P29466;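 note: potency is the fitted concentration of half-maximal effect; plate controls were vehicle for no effect and no substrate for full effect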
Rhodamine autofl – rhodamine region autofluorescence | AID 594 | hit rate 0.05% among 59,000 | max dye-equivalent concentration, M | Rhodamine-region fluorescence, 547/598 nm, Tris buffer; stronger effect = higher value; in the data active = max dye-equivalent concentration above about 11 nM; inconclusive = between about 1.1 nM and that limit
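Steps: pin-transfer compounds into pH 8.0 Tris (100 mM), hold 15 min at room temperature, image with a 547/598 nm filter pair, and convert intensities to rhodamine-equivalent concentration using a six-point on-plate rhodamine series.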
HEK293 cAMP cs – counter-screen for TSHR agonists: cAMP increase in parental HEK293. hit rate 2.5% among 73,000. parental HEK293 CNG cAMP sensor, membrane potential fluorescence. AID 938. Potency, µM (top dose mostly 57.1 µM), for inactives: top-dose activation, hits mostly activators; note: potency is the fitted concentration of half-maximal effect; % of control where 0% means no effect; nearly all actives have a fitted effect of over 55% in size
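Counterscreen for endogenous-receptor signalling: CNG-channel HEK 293 cells report cAMP rise by membrane depolarization. After 60 min dye equilibration with 100 uM RO 20-1724, compounds incubated 30 min before bottom-read fluorescence at 590 nm.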
USP2a inh – blocks human ubiquitin-specific protease USP2a; AID 927; USP2a enzymatic assay, qHTS inhibition; Potency, µM (series often up to 38.3 µM), for the others: at the top dose activity change, negative = inhibition, usual class: inhibitors; hit rate 0.1% among 60,000;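 note: potency is the fitted concentration of half-maximal effect; nearly all actives have a fitted effect of over 60% in size; plate controls were DMSO for no effect and NEM full inhibition control for full effect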
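USP2 core (20 nM final) was preincubated with compound for 30 min at RT in 20 mM Tris-HCl pH 8.0, 2 mM CaCl2, 2 mM beta-mercaptoethanol; Ub-PLA2 (20 nM) plus NBD C6-HPC (20 uM) then added, fluorescence read after 2.5 h.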
Casp7 inh – caspase-7 (human) inhibition, allosteric or competitive; P55210; recombinant caspase-7, Ac-DEVD-AFC fluorescence rate; Potency, µM (doses to about 57.5 µM), for the others: at the highest dose activity change, negative = inhibition, most hits filed as inhibitors; hit rate 0.02% among 75,000; AID 889; active = well fitted inhibition curve with a large enough effect in the main read-out, with a control signal flat, not every such curve was filed as active; inconclusive = small, poorly fitted or top-dose-only effect, or a change in a side signal; note: potency is the fitted concentration of half-maximal effect; % of control where 0% means no effect
BRCT inh red – BRCT-phosphoprotein interaction inhibition (red fluorophore); Potency, µM (series often up to 76.9 µM), inactives show at the top dose activity change, negative = inhibition, actives largely listed as inhibitors; hit rate 0.03% among 75,000; P38398; BRCT-phosphopeptide binding, red fluorescence polarization; note: % is set by controls: 0 for no effect and ±100 for the full control effect
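Rhodamine-labelled pBACH1 10-mer (100 nM) bound to BRCT domain (100 nM) at pH 7.3; compounds incubated 12 min room temperature, polarization read. Free peptide defines full inhibition; unlabelled decapeptide titrated as control.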
Pol III holo inh – blocks replication by bacterial DNA polymerase III holoenzyme; Potency, µM (doses to about 57.1 µM), for the others: at the top dose activity change, negative = inhibition; reconstituted DNA polymerase III holoenzyme replication, biochemical; AID 603; hit rate 0.25% among 71,000; note: potency is the fitted concentration of half-maximal effect; % is set by controls: 0 for no effect and ±100 for the full control effect
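Reconstituted *E. coli* holoenzyme (0.35 nM Pol III, 1 nM beta, 154 nM SSB, 2 nM primase) was preincubated with compound for 15 min at RT. Synthesis on 1.4 nM ssM13Gori ran 35 min, then was stopped with PicoGreen/EDTA and read as dsDNA fluorescence.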
* hit, by the source's call; i = inactive; ? = inconclusive; · = not tested or not shown; & = joins results of further samples; [ ] = remark or other dose. Unless noted, calls come from the whole dose curve; as a rule, active = well fitted curve in the direction sought with a large enough effect; inconclusive = small, poorly fitted or top-dose-only effect, or another doubt; inactive = no such curve, though single readings can be large; an effect the other way counts as inactive or inconclusive. Some of the compounds tested; count on the stated rates, not on these rows.

SMILES | HADH2 inhib | BRCT inh green | 15-hLO inh | Tau filament bind | Casp1 inh | Rhodamine autofl | HEK293 cAMP cs | USP2a inh | Casp7 inh | BRCT inh red | Pol III holo inh
O=C(C1CCN(S(=O)(=O)c2ccc(F)cc2)CC1)N1CCOCC1 | 14% | -1.9% | 4% | 1% | 0% | · | 3% | 2% | 1% | 0.5% | 0%
Cn1c(=O)c2c(nc(NCc3ccc4c(c3)OCO4)n2C)n(C)c1=O | -15% | -0.5% | -29% | -15% | 3% | i | -9% | 3% | -4% | -0.7% | -5%
COc1ccc(-c2coc3ccc(OC4OC(COC(C)=O)C(OC(C)=O)C(OC(C)=O)C4OC(C)=O)c(OC(C)=O)c3c2=O)cc1 (stereo not drawn) | · | -1.9% | -1%[25.6 µM] | · | -4% | · | · | · | -6% | 1.2% | ·
C=C(C)C1CC=C(CO)CC1 (stereo not drawn) | · | -1.4%[3.08 µM] | 13µM* | · | 3% | · | · | -4% | 3% | 0.6% | ·
CC1CN(C(=O)CCn2c(=O)oc3ccccc32)CC(C)O1 (stereo not drawn) | 1% | -2.2% | 12% | -1% | 4% | i | 11% | -15% | 2% | -0.6% | -8%
O=C(Nc1cccc(C(=O)Nc2ccc(S(=O)(=O)O)c3cc(S(=O)(=O)O)cc(S(=O)(=O)O)c23)c1)Nc1cccc(C(=O)Nc2ccc(S(=O)(=O)O)c3cc(S(=O)(=O)O)cc(S(=O)(=O)O)c23)c1 | ? | 2.6%&-8.2% | -26%[25.6 µM] | 9%&0% | 0%&2% | i | ? | 17% | 1%&-1% | 8.5%&8.8% | 13µM*
COc1ccccc1-n1c(CNC(=O)c2ccco2)nnc1SCC(=O)Nc1cc(C)ccc1C | 14% | -1.2% | 4% | -11% | 1% | i | 2% | 11% | 0% | -2.4% | -1%
Cn1c(=O)c2nc(Cl)n(Cc3ccc(Cl)cc3Cl)c2n(C)c1=O | 8% | -3.4% | 12% | 4% | 2% | i | 20% | -2% | 0% | 0.5% | -4%
O=C(CSc1nnc2scc(-c3ccccc3)n12)Nc1nsc(-c2ccccc2)n1 | ? | 11% | -16% | 53% | -2% | i | 15% | -11% | -1% | -2.3% | -6%
Cc1cccc(N2CCN(S(C)(=O)=O)CC2)c1C | 3% | 0.3% | -5% | 3% | -1% | · | 12% | 9% | 1% | 0.6% | -3%
COc1cc(C(=O)Nc2cnc(NC(=O)C(C)C)cc2C)cc(OC)c1OC | 14% | 0.5% | 8% | -6% | 0% | i | -4% | 18% | 0% | 1.1% | -4%
Cn1c(=O)c2c(nc(CN3CCN(C(=O)c4ccco4)CC3)n2CCc2ccccc2)n(C)c1=O | -5% | 2.8% | 9% | -8% | -1% | i | 3% | 14% | 0% | -1.2% | -6%
C(=N\c1nc2ccccc2n1CCN1CCOCC1)/c1cccs1 | 7% | 5.8% | -7% | 232% | -2% | i | ? | 58%[activator] | 3% | -2.5% | -17%
COC(=O)CSc1nc2c(c(-c3ccco3)c1C#N)CCCC2 | ? | 2.3% | 10µM* | 16µM* | -11% | i | 7% | 36%[activator] | -22% | -1.4% | 0%
COC(=O)CC1C(=O)NCCN1C(=O)c1ccccc1 (stereo not drawn) | -11% | 1.3% | -8% | -3% | -1% | i | 10% | -2% | 1% | 1.2% | -10%
COC(=O)[C@@]1(Cc2ccc(OC)cc2)[C@H]2c3cc(C(=O)N(C)C)n(Cc4ccccc4)c3C[C@H]2CN1C(=O)c1ccccc1 | -12% | 3.0% | · | 16% | -6% | · | 13µM* | · | -5% | -1.8% | -4%
Cc1cc(C)nc(N(C#N)CC(=O)c2ccccc2)n1 | -7% | -0.9% | 11% | 59% | -2% | i | 22% | ? | 0% | 0.9% | -5%
Clc1ccc(COn2nnc3ccccc32)c(Cl)c1 | 8% | 1.7% | -6% | -3% | 1% | i | ? | 3% | 0% | 0.3% | 2%
O=C(Nn1cnnc1)c1cc2c(s1)CCCC2 | -16% | -3.7% | 11% | -6% | -3% | i | 7% | 9% | -3% | -0.5% | 1%
CN1CCN(c2ccccc2NS(=O)(=O)c2ccc3c(c2)CCN3C(=O)C2CCC2)CC1 | 6% | -0.8% | -12% | 3% | -1% | i | 9% | 25% | 3% | 0.4% | -6%
CCOC(=O)C1=C(c2ccccc2)NC(SC)=C(C#N)C1c1ccco1 (stereo not drawn) | 0% | 0.4% | -9% | 4% | -3% | i | 18% | 4% | -3% | -1.0% | -1%
CCn1c(CN2CCCCCC2=O)nnc1SCc1cnc(-c2ccccc2)s1 | -2% | -0.8% | 0% | 2% | -1% | i | 20% | 1% | 6% | 0.4% | -6%
Cc1nc(N2CCOCC2)c2nc(-c3ccccc3)n(CC(C)(C)CN(C)C)c2n1 | 30% | -2.4% | 2% | 13% | 1% | · | 27% | · | 0% | 0.7% | -6%
CCOC(=O)c1c2n(c3c(NCc4ccccc4)ncnc13)CCCC2 | -1% | 4.5% | 20% | 86% | -1% | · | 23% | 8% | 0% | -3.4% | -8%

Six structures from above, arranged by count of non-hydrogen atoms, ascending:
SMILES | HADH2 inhib | BRCT inh green | 15-hLO inh | Tau filament bind | Casp1 inh | Rhodamine autofl | HEK293 cAMP cs | USP2a inh | Casp7 inh | BRCT inh red | Pol III holo inh
Clc1ccc(COn2nnc3ccccc32)c(Cl)c1 | 8% | 1.7% | -6% | -3% | 1% | i | ? | 3% | 0% | 0.3% | 2%
Cn1c(=O)c2nc(Cl)n(Cc3ccc(Cl)cc3Cl)c2n(C)c1=O | 8% | -3.4% | 12% | 4% | 2% | i | 20% | -2% | 0% | 0.5% | -4%
C(=N\c1nc2ccccc2n1CCN1CCOCC1)/c1cccs1 | 7% | 5.8% | -7% | 232% | -2% | i | ? | 58%[activator] | 3% | -2.5% | -17%
COc1cc(C(=O)Nc2cnc(NC(=O)C(C)C)cc2C)cc(OC)c1OC | 14% | 0.5% | 8% | -6% | 0% | i | -4% | 18% | 0% | 1.1% | -4%
CCn1c(CN2CCCCCC2=O)nnc1SCc1cnc(-c2ccccc2)s1 | -2% | -0.8% | 0% | 2% | -1% | i | 20% | 1% | 6% | 0.4% | -6%
O=C(Nc1cccc(C(=O)Nc2ccc(S(=O)(=O)O)c3cc(S(=O)(=O)O)cc(S(=O)(=O)O)c23)c1)Nc1cccc(C(=O)Nc2ccc(S(=O)(=O)O)c3cc(S(=O)(=O)O)cc(S(=O)(=O)O)c23)c1 | ? | 2.6%&-8.2% | -26%[25.6 µM] | 9%&0% | 0%&2% | i | ? | 17% | 1%&-1% | 8.5%&8.8% | 13µM*

Additional entries.
SMILES | HADH2 inhib | BRCT inh green | 15-hLO inh | Tau filament bind | Casp1 inh | Rhodamine autofl | HEK293 cAMP cs | USP2a inh | Casp7 inh | BRCT inh red | Pol III holo inh
O=C(CSc1nnc(COc2ccc3c(c2)CCCC3)o1)Nc1ccc(F)cc1 | 5%[11.4 µM] | 0.1% | -9%[11.4 µM] | 50%[11.4 µM] | 0% | · | -1%[11.4 µM] | -3%[7.66 µM] | 1% | 0.7% | 3%[11.4 µM]
CCC(C)(C)n1nnnc1C(c1cccnc1)N1CCCc2ccccc21 (stereo not drawn) | 4% | -0.4% | 9% | 3% | -5% | i | 26% | 0% | 1% | -0.1% | -1%
COc1ccc(CC(=O)NC(CC(=O)O)c2ccc(OC)cc2)cc1 (stereo not drawn) | ? | 0.2% | 6% | 4% | -1% | i | ? | -3% | 0% | -0.2% | 2%
CC(=O)c1ccc(N2CCN(C(=O)C3CCCN(S(=O)(=O)c4cnc[nH]4)C3)CC2)cc1 (stereo not drawn) | -19% | -0.8% | -4% | -14% | 1% | i | 6% | -6% | -1% | -1.2% | -6%
CN(Cc1ccco1)c1ncnc2ccc(-c3ccccc3C(F)(F)F)cc12 | 3% | 2.7% | -10% | -5% | -5% | i | ? | 227%[activator] | -10% | 0.0% | -3%
O=C(C1CCCN(S(=O)(=O)c2cnc[nH]2)C1)N1CC(=O)N(CCc2ccccc2)C(=O)C1 (stereo not drawn) | 8% | -2.7% | 7% | 16% | 2% | · | 10% | · | 0% | 0.4% | 1%
O=C1NC(=S)SC1=C1CCCCCC1 | 25µM* | -0.4% | ? | -12% | -1% | i | 17% | 2% | -3% | 1.4% | -9%
COc1ccc(S(=O)(=O)N2CCN(Cc3c[nH]c4ccccc34)CC2)cc1 | -1% | -3.8% | -12% | · | -3% | · | 7% | · | -2% | -1.5% | ·
